UGM FP inh – M. tuberculosis UGM enzyme inhibitors, primary screen, biochemical, fluorescence polarization, single point | 0.06% of 320,000 active | UDP-galactopyranose mutase (Mycobacterium tuberculosis (strain ATCC 25618 / H37Rv)), … | inhibition, % at 10 µM | purified UGM, fluorescence polarization probe displacement; in the data active means inhibition above about 10%, passing the limit was not always enough
Target sequence (P9WIQ1 whole entry, looked up): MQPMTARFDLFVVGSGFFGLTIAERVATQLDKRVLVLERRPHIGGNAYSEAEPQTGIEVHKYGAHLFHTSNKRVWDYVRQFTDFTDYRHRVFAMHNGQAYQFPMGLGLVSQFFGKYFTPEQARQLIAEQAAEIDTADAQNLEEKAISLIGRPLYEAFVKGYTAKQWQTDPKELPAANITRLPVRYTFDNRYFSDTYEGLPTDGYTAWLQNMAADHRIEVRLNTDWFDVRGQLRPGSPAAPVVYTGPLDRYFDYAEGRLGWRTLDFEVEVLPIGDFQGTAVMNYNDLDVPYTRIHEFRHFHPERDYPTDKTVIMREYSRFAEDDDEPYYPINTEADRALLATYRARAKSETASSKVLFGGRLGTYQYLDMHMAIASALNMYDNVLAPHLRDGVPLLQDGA
Mtb BioA inh – M. tuberculosis BioA enzyme inhibitors, primary screen, biochemical, plate reader, single point, HTS; purified M. tuberculosis BioA enzyme; AID 602481, 2012; 0.096% of 360,000 active; inhibition, % at 9.99 µM; in the data active means inhibition above about 40%
Mtb FBA inh – Mtb FBA enzyme inhibitors, primary screen, biochemical, fluorescence, strain H37Rv; Fructose-bisphosphate aldolase (Mycobacterium tuberculosis (strain ATCC 25618 / H37Rv)), …; purified M. tuberculosis FBA, fluorescence read-out; inhibition, % at 1 µM; 2.3% of 360,000 active; AID 588726, 2011; in the data active means inhibition above about 27%;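 further: 0% = vehicle and 100% = reference inhibitor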
Target sequence (P9WQA3 whole entry, looked up): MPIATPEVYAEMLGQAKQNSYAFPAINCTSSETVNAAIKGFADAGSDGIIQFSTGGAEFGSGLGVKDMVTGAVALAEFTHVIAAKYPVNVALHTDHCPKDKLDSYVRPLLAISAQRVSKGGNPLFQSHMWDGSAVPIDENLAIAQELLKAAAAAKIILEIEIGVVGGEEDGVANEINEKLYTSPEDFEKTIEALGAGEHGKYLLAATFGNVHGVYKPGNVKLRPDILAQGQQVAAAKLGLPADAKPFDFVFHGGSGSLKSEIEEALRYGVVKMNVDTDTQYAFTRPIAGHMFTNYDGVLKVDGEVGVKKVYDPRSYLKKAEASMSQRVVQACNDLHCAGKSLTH
Yp Topo-I inh – Yersinia pestis topoisomerase I inhibitors, primary screen, biochemical, cleavage product accumulation, plate reader, single point | 0.064% of 360,000 active | AID 504884, 2011 | activity, % at 10 µM | Y. pestis Topo-I cleavage product accumulation | DNA topoisomerase I (Yersinia pestis CO92); in the data active means activity above about 50%, passing the limit was not always enough; further: inactives centre near 2
Vc quorum ag – inducers of Vibrio cholerae quorum light production without autoinducers, primary screen, BH1578 luxS cqsA deficient, single point. V. cholerae BH1578 lux reporter, luminescence, 6 h. activation, % at 18.7 µM. 0.16% of 350,000 active; in the data active means activation mostly above about 9.7%, no sharp cut-off; further: not every result past the cut was called active; inactives centre near 0; reference of the scale not given here
GDH-TPI inh – GDH-TPI coupling enzyme inhibitors, primary screen, artefact control for M. tuberculosis FBA inhibitor project, biochemical, absorbance, full deck | inhibition, % at 4.8 µM | AID 588335, 2011 | 1.2% of 360,000 active | GDH-TPI coupled enzyme counterscreen, NADH absorbance; in the data active means inhibition above about 30%;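 further: 0% = DMSO wells and 100% = wells lacking the enzyme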
TcdB GH inh – TcdB glycohydrolase inhibitors, primary screen, biochemical, single point, plate reader. TcdB glycohydrolase enzymatic assay. Toxin B (Clostridioides difficile), P18177. inhibition, % at 9.99 µM. 0.24% of 350,000 active; in the data active means inhibition above about 10%
PfHsp40 rescue – rescue of yeast from PfHsp40 toxicity, primary screen, S. cerevisiae, ATP luminescence | growth rescue, % at 12.5 µM | S. cerevisiae expressing PfHsp40, growth rescue | 0.68% of 340,000 active; in the data active means growth rescue above about 28%, passing the limit was not always enough;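 further: yeast W303a lacking pdr1 and pdr3 grown in galactose medium; growth measured after three days at 30 °C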
FadD28 FP inh – inhibitors of FadD28 bisubstrate probe binding, primary screen, biochemical, fluorescence polarization, single point; AID 588549, 2011; inhibition, % at 12.5 µM; Mycobacterium tuberculosis FadD28 fatty-acid-AMP ligase; 0.22% of 360,000 active; in the data active means inhibition above about 8.5%, passing the limit was not always enough
* hit, by the source's call; i = inactive; nt = no result given; + = active, no number; & = joins results of further samples.

No.	SMILES	UGM FP inh	Mtb BioA inh	Mtb FBA inh	Yp Topo-I inh	Vc quorum ag	GDH-TPI inh	TcdB GH inh	PfHsp40 rescue	FadD28 FP inh
1	O=C(C1CCCCC1)N1CCN(S(=O)(=O)c2cccc([N+](=O)[O-])c2)CC1	0.9	-1.2	1	0	3.8	2	1.0	0.0	-2.4
2	CCCCC(C(=O)OCC)C(N)Cc1ccc(F)cc1 (configuration not stated)	0.6	nt	2	6	-0.2	9	-0.1	-0.5	0.2
3	Cc1ccc(C(=O)Nc2ccc(Nc3ccccc3)cc2)cc1C	4.0	-1.0	1	-18	-0.3	9	-1.3	1.1	-2.1
4	CC(C)CCN(C(=O)c1ccc(N2CCCC2=O)cc1)c1c(N)n(Cc2ccccc2)c(=O)[nH]c1=O	-0.4	-0.7	3	14	i	1	0.0	1.0	1.0
5	COc1ccc(/C(=N/Nc2ncnc3ccccc23)C(=O)O)cc1	1.4	-0.7	7	0	i	22	-0.3	-0.9	-5.9
6	COc1cc(C(=O)NCC2(c3ccccc3)CCCC2)ccc1OC(C)C	1.7	-0.6	0	24	-0.6	3	-0.4	1.7	nt
7	COc1ccc(C)cc1N(C(=O)COc1ccccc1)c1nc2ccccc2s1	1.2	-0.7	3	5	0.2	7	nt	0.2	2.5
8	O=c1[nH]cnc2c1sc1nc(C(F)F)cc(-c3ccccc3)c12	0.6	-1.8	1	13	0.1	-2	1.5	-0.6	0.7
9	COc1ccc(CN2C(=O)c3ccccc3C(/C=N/OCc3ccc(Cl)cc3)C2=O)cc1 (configuration not stated)	0.2	0.3	2	5	-2.2	9	nt	-1.3	-1.2
10	CC1(C)CC(=O)C2=C(C1)N(N1CCOCC1)C(N)=C(C#N)C2c1cccs1 (configuration not stated)	0.8	nt	2	1	-0.6	-1	nt	-1.2	-1.6
11	Cc1ccc(S(=O)(=O)N2CC(C)N(C(=O)N3CCOCC3)C2C)cc1 (configuration not stated)	0.7	1.4	-1	-3	i	-6	0.4	0.8	-0.9
12	COc1ccc(-c2cc(-c3ccccc3)nc3ncnn23)cc1	-0.4	4.1	+	12	-0.2	25	0.8	0.2	-6.6
13	COc1ccccc1NC(=O)Nc1nnc(C(C)C)s1	2.5	nt	0	0	-0.4	3	-0.3	-0.4	-2.9
14	Nc1ccc(CCNc2ncnc3c2ncn3[C@@H]2O[C@H](CO)[C@@H](O)[C@H]2O)cc1	0.3	-1.2	-2	7	-0.2	11	1.1	-1.8	-1.7
15	CCOC(=O)Nc1ccc2c(c1)N(C(=O)OCCN(C)C)c1ccccc1CC2	-3.3&1.9	0.7&1.3	1&4	-4&-18	-0.3	-6&-11	1.4&1.1	-0.8&-0.7	-0.4&-0.9
16	CC1CCCN(C(=O)CNC(=O)c2sc3ccccc3c2Cl)C1 (configuration not stated)	nt	-0.2	-3	9	i	-3	1.6	0.3	-2.7
17	CCC(C(=O)N1CCOCC1)n1nc(C)c2c(C)n(-c3ccccc3)nc2c1=O (configuration not stated)	-2.1	3.5	4	0	i	3	0.1	2.0	-1.9
18	O=C(COC(=O)CSc1ccc(F)cc1)NC1CCCCCC1	2.0	-0.2	1	6	0.4	-3	0.3	1.4	-2.8
19	Cc1c(Cl)cccc1N=C1NC(=O)CS1	nt	0.6	-2	4	-1.1	-4	8.5	nt	-2.7
20	COc1ccc(NC(=O)CN2CCC(Cc3ccccc3)CC2)cc1S(=O)(=O)N1CCOCC1	2.0	3.3	0	8	0.0	9	nt	-1.0	1.8
21	C/C=C(\C)CN1CCCC(N(C)CCc2ccc(OC)c(OC)c2)C1 (configuration not stated)	3.1	15	0	-1	-0.3	-6	1.0	-0.5	-0.7
22	COc1ccccc1NC(=O)Nc1cc(NC(=O)Nc2ccccc2OC)c(C)nc1C	-0.1	nt	-1	0	-0.3	9	nt	-0.5	-3.5
23	CCCOc1ccc(C(=O)CCCC(=O)c2ccc(OCCC)cc2)cc1	-2.1	-0.3	-1	15	-0.3	-5	0.7	0.9	-2.6
24	CCN(CC(=O)NCc1cccs1)CC(=O)Nc1cccc(S(N)(=O)=O)c1	nt	2.3	5	-7	i	19	0.8	-0.5	0.5
25	Cn1ncc2c(N3CCCCC3)nc(NCCCO)nc21	0.7	0.4	-3	0	i	1	-1.6	-1.6	-2.9
26	Cn1nc(C(=O)Nc2sc3c(c2C#N)CCCC3)ccc1=O	2.8	nt	1	5	i	11	-0.9	-1.5	-0.3
27	CC(C)(C)c1cc(-c2n[nH]c(=S)n2-c2ccc(Cl)cc2)n[nH]1	1.4	nt	1	-11	-0.6	6	2.4	-1.0	-0.3
28	O=C(CN1CCN(C(=O)c2cccs2)CC1)NC1CCCCC1	-2.7	-1.0	4	2	0.5	-16	nt	-0.3	-5.6
29	COC(=O)C1CCCCN1C(=O)c1cc(COc2cccc3cccnc23)on1 (configuration not stated)	0.3	-1.0	4	11	nt	7	0.5	0.3	-0.3
30	O=C(COc1ccccc1)Nc1c2c(nn1-c1ccc(F)cc1)CS(=O)C2 (configuration not stated)	nt	-0.3	0	2	-0.4	10	0.5	nt	-0.5

The final 2 compounds of the part above lead into the next:
No.	SMILES	UGM FP inh	Mtb BioA inh	Mtb FBA inh	Yp Topo-I inh	Vc quorum ag	GDH-TPI inh	TcdB GH inh	PfHsp40 rescue	FadD28 FP inh
29	COC(=O)C1CCCCN1C(=O)c1cc(COc2cccc3cccnc23)on1 (configuration not stated)	0.3	-1.0	4	11	nt	7	0.5	0.3	-0.3
30	O=C(COc1ccccc1)Nc1c2c(nn1-c1ccc(F)cc1)CS(=O)C2 (configuration not stated)	nt	-0.3	0	2	-0.4	10	0.5	nt	-0.5
31	CCOC(=O)c1c(NC(=O)/C=C/c2ccc(C)o2)sc(C)c1C	0.7	0.5	2	8	1.5	2	-1.1	-0.8	-0.1
32	COc1cc(NC(=O)Cc2ccccc2)ccc1NC(=O)Cc1ccccc1	-2.2	-2.0	2	-2	2.3	13	-0.7	-0.3	-1.4
33	COCCN=c1scc(-c2cccs2)n1/N=C(\C)c1ccco1	-6.5	1.5	0	-5	i	8	1.3	-2.2	-0.2
34	CCN(CC)S(=O)(=O)c1cc(OC)c(Cl)cc1Cl	-0.2	1.1	-2	8	i	-10	-21	0.7	-4.7
35	CCN(CC(=O)Nc1ccccc1C(F)(F)F)C(=O)CN1C(=O)NC2(CCCC2)C1=O	1.0	nt	5	-5	1.8	12	-1.8	0.0	0.9
36	COc1ccc(-c2[nH]ncc2CN(C)CCc2c(C)n[nH]c2C)c(F)c1	-2.4	1.4	1	-3	i	10	1.1	-1.6	-0.9
37	CCOC(=O)N1CCN(C(=O)c2cc3cc(Br)ccc3oc2=O)CC1	-3.3	-0.3	-3	5	i	17	0.8	-1.1	0.5
38	CN(CC(=O)Nc1c(Cl)cccc1Cl)C(=O)CNC(=O)c1ccco1	-1.6	0.2	0	7	1.2	2	-0.2	-2.2	nt
39	CCOC(=O)c1cn[nH]c1N	-3.9	-0.5	2	6	i	-7	nt	-1.8	-4.1
40	O=C(Cn1c(=O)c2cccn2c2ccccc21)NCCc1ccc(Cl)cc1	5.2	-0.9	0	8	-0.2	8	-2.6	-0.4	-1.6
41	COc1cc(NC(=O)CSc2nc3ccccc3n2-c2ccccc2)c(C)cc1[N+](=O)[O-]	0.2	-3.3	1	-11	-0.2	20	-0.9	0.6	1.8
42	CCOc1ccc(CCNC(=O)COC(=O)c2sccc2C)cc1OCC	1.2	nt	2	-5	i	1	1.5	nt	-1.4
43	COc1ccccc1C(=O)Nc1ccncc1	1.7	-1.3	2	1	1.7	6	2.3	-0.4	-2.9
44	CC(=O)C1=C(O)C(=O)N(Cc2ccccc2)C1c1ccc(Cl)cc1 (configuration not stated)	-0.3	0.4	-1	5	-0.2	17	0.3	nt	0.6
45	CC1(C)NC(=S)NC1=S	nt	-0.6	-1	1	i	9	0.5	0.2	0.5
46	C/C(N)=C(/C#N)C(=O)CSc1nnc(Nc2ccccc2)s1	0.4	nt	-4	4	i	8	0.8	-1.3	-1.4
47	CC1CCC2C(=O)N(c3ccc(NC4CCN(Cc5ccccc5)CC4)c([N+](=O)[O-])c3)C(=O)C2C1 (configuration not stated)	0.5	-0.1	1	-2	0.4	9	1.5	-0.8	1.4
48	Cn1nnnc1SCC(=O)c1c(N)n(C2CC2)c(=O)[nH]c1=O	2.0	0.1	2	1	0.3	2	-0.3	-0.8	-0.5
49	Cc1ccccc1S(=O)(=O)Cc1ccc(C(=O)NC2CCCC2)o1	-1.8	nt	4	2	i	2	2.9	0.2	2.0
50	COC(=O)c1nc(NC(=O)c2ccc(Br)cc2)n[nH]1	0.4	nt	-1	-2	i	-6	nt	-0.2	-3.5
51	O=S(=O)(c1ccc(C2CCCCC2)cc1)N1CCN(c2ncccn2)CC1	0.6	-2.4	-2	3	i	11	0.5	-0.1	-1.1
52	CCOC(=O)c1c(C)[nH]c(C)c1S(=O)(=O)N(C)Cc1ccco1	0.2	-0.3	-3	-9	0.4	-12	0.8	-0.6	-3.8
53	C[C@@H]1C[C@@H]2OC(=O)[C@]3(C)[C@H]2[C@@H](OC3(C)O)[C@]2(C)C(=O)C=C[C@H]12 (some centres not stated)	-1.2	2.6	1	2	-11	7	-4.9	-1.2	-0.4
54	Cc1c(C(=O)O)cccc1-c1ccc(C=O)o1	-1.6	0.5	4	1	i	22	nt	0.9	-1.9
55	COc1ccc(NS(=O)(=O)c2cccc(C(=O)NNC(=O)c3ccc(Br)o3)c2)cc1	0.3	0.5	-1	-1	i	8	1.1	4.9	-6.2
56	NS(=O)(=O)c1ccc(CCNC(=O)CN2CCCCCC2)cc1	-2.4	nt	3	13	-0.3	5	0.5	0.5	-0.7
57	COC(=O)CCCNC(=O)c1ccc(OS(=O)(=O)c2cc([N+](=O)[O-])ccc2C)cc1	0.3	2.1	-1	-14	-0.5	-2	4.9	-0.7	1.3
58	N#Cc1c(F)cccc1N1CCOCC1	-1.1	-0.8	19	-3	i	0	nt	0.3	0.6
59	CCc1ccc(N2CC(C(=O)NC3CCCCC3C)CC2=O)cc1 (configuration not stated)	0.7	-2.9	-2	8	-0.5	2	-0.2	0.5	1.5
60	CCOc1cccc(OCCCCN2CCOCC2)c1	-3.3	0.8	2	2	i	8	nt	-1.4	0.2
61	CCOc1cc(/C=C2/NC(=O)N(CC(=O)OC)C2=O)ccc1OC	-1.8	0.8	-7	2	-0.4	20	0.5	-0.8	-4.5
62	S=C(NCc1ccccc1)Nc1ccc2ccccc2c1	-3.3	0.9	-1	-5	-0.3	-4	0.4	-0.2	-1.5
63	C[C@H](CO)N1C[C@H](C)[C@@H](CN(C)C(=O)NC2CCCCC2)Oc2c(NC(=O)Nc3ccc(C(F)(F)F)cc3)cccc2C1=O	4.1	-2.6&-0.9	-4	12	1.5	8	-0.6&-0.9	1.1	1.2

Gathered by group, those above with an aryl thioether with sulfur outside any ring (four)
No.	SMILES	UGM FP inh	Mtb BioA inh	Mtb FBA inh	Yp Topo-I inh	Vc quorum ag	GDH-TPI inh	TcdB GH inh	PfHsp40 rescue	FadD28 FP inh
18	O=C(COC(=O)CSc1ccc(F)cc1)NC1CCCCCC1	2.0	-0.2	1	6	0.4	-3	0.3	1.4	-2.8
41	COc1cc(NC(=O)CSc2nc3ccccc3n2-c2ccccc2)c(C)cc1[N+](=O)[O-]	0.2	-3.3	1	-11	-0.2	20	-0.9	0.6	1.8
46	C/C(N)=C(/C#N)C(=O)CSc1nnc(Nc2ccccc2)s1	0.4	nt	-4	4	i	8	0.8	-1.3	-1.4
48	Cn1nnnc1SCC(=O)c1c(N)n(C2CC2)c(=O)[nH]c1=O	2.0	0.1	2	1	0.3	2	-0.3	-0.8	-0.5

From PubChem
